Yp Topo-I inh: inhibitors of Yersinia pestis topoisomerase I; activity, % at 10 µM; 360,000 tested, 0.064% active; Y. pestis Topo-I cleavage product accumulation, plate reader; in the data active = activity above about 50%, passing the limit was not always enough; also: inactives centre near 2
SARS 3CLpro inh: SARS-CoV 3CLpro protease inhibition; P0C6X7; recombinant SARS-CoV 3CLpro, quenched FRET peptide cleavage; inhibition, % at 6 µM; 290,000 tested, 0.14% active; AID 1706; in the data active = inhibition above about 12%
SSB-PriA inh: inhibitors of Klebsiella pneumoniae PriA binding to SSB C-terminal tail. AlphaScreen SSBct-PriA binding, biotinylated peptide. inhibition, % at 33 µM. 430,000 tested, 0.6% active; in the data active = inhibition mostly above about 37%, no sharp cut-off; inactive = mostly below about 20%;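 also: plate controls were negative control peptide for no effect and reference peptide for full effect; strong numbers were not always called active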
Anthrax LF inh2: anthrax lethal factor protease inhibition | 360,000 tested, 0.12% active | inhibition, % at 10 µM | P15917 | multiplex microsphere protease cleavage assay, LF | AID 588501; also: plate controls were buffer without enzyme for full effect and enzyme alone for no effect
BoNT A protease: blocks Botulinum neurotoxin A light chain protease; multiplex microsphere protease substrate cleavage, flow cytometry; inhibition, % at 10 µM; 360,000 tested, 0.17% active; AID 588499; also: plate controls were buffer without enzyme for full effect and enzyme alone for no effect
TcdB inh: blocks C. difficile toxin B glycohydrolase activity | TcdB glycohydrolase enzymatic assay, plate reader | 350,000 tested, 0.24% active | inhibition, % at 9.99 µM | P18177; in the data active = inhibition above about 10%
Vc quorum ag: quorum light induction in luxS cqsA deficient V. cholerae | V. cholerae BH1578 lux reporter, luminescence, 6 h | AID 588436 | activation, % at 18.7 µM | 350,000 tested, 0.16% active; in the data active = activation mostly above about 9.7%, no sharp cut-off; also: not every result past the cut was called active; inactives centre near 0; reference of the scale not given here
PrPC surface inh: inhibitors of human cell surface prion protein PrPC. inhibition, % at 13.8 µM. AID 720596. 370,000 tested, 0.43% active. TR-FRET read-out; in the data active = inhibition above about 24%; also: 0% = median of the test wells and 100% = reference compound wells
PfHsp40 yeast: compounds rescuing yeast from Plasmodium falciparum HSP40 toxicity; 340,000 tested, 0.68% active; growth rescue, % at 12.5 µM; S. cerevisiae expressing PfHsp40, growth rescue, ATP luminescence; in the data active = growth rescue above about 28%, passing the limit was not always enough;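 also: yeast W303a lacking pdr1 and pdr3 grown in galactose medium; growth measured after three days at 30 °C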
* = called active by the depositor; i = inactive; / = no result given; & = joins results of further samples. Rule as the data show it, unless noted: active = inhibition above about 30%; inconclusive = no clear call, values can overlap the other calls; inactive = below that. These rows are one share of the data; rates above refer to the full screens.

SMILES	Yp Topo-I inh	SARS 3CLpro inh	SSB-PriA inh	Anthrax LF inh2	BoNT A protease	TcdB inh	Vc quorum ag	PrPC surface inh	PfHsp40 yeast
C#CCN1C=CC(=O)[C@@H](OC(=O)Nc2ccc(C)cc2)[C@H]1c1ccccc1Br	2.9	/	-0.8	-2.7	0.1	1.3	-0.8	3.3	0.4
NS(=O)(=O)c1ccc(NC(=O)COC(=O)c2ccc3c(c2)OCCO3)cc1	1.0	1.2	-16.0	0.1	0.2	1.5	i	-0.7	-1.6
Cc1cc2nc(-c3ccccc3)c(Cc3ccccc3)n2c(C)c1Br	/	/	/	1.0	6.3	1.2	/	1.3	/
COc1ccc(S(=O)(=O)NC(C)C(=O)Nc2ccc3c(c2)OCO3)cc1OC (stereo not drawn)	-11.2	-8.6	-5.7	6.6	0.3	0.9	i	-2.9	-1.3
CC(C)N1C(=S)SC2CS(=O)(=O)C=C21 (stereo not drawn)	0.9	-5.1	-1.9	-3.1	-0.1	/	i	1.1	0.0
C#CCN(C[C@H]1[C@H](OC(=O)NCc2ccccc2F)[C@H](OC(=O)NCc2ccccc2F)C[C@H]2C(=O)N(c3ccccc3)C(=O)[C@@H]12)S(=O)(=O)c1ccc(C)cc1	33.4	/	/	1.2	-0.3	0.4	-0.4	3.9	/
CCC(c1nnnn1C(C)(C)C)N1CCN(c2cc(Cl)ccc2C)CC1 (stereo not drawn)	4.7	3.4	-4.3	-3.1	-0.5	/	6.7	-3.9	3.1
Cc1cc(C)n2c(NCc3ccccc3)c(-c3cc4ccccc4o3)nc2n1	/	/	/	-6.5	2.0	0.5	/	-0.9	/
COC(=O)c1ccccc1NC(=O)Nc1ccc2c(c1)OCO2	-6.0	5.5	-3.0	-4.8	-0.4	/	-0.4	11.8	0.3
CC1CC(C)CN(C(=O)c2nn(C)c3c2CS(=O)(=O)c2ccccc2-3)C1 (stereo not drawn)	2.8	4.4	-1.5	-2.0	-1.4	-1.0	-7.1	-7.8	-1.3
O=C1CCCC2=C1C(c1ccccc1)CC(=O)N2c1ccccc1 (stereo not drawn)	3.4	1.6	-7.9	0.7	0.1	/	-0.7	3.3	-0.7
CCc1nn(CCCC(=O)N2CCN(c3cccc(C)c3C)CC2)c(=O)c2cc3occc3n12	26.0	-3.7	-18.0	1.4	-0.6	-0.9	7.1	5.0	-0.1
O=C(NNc1c(Cl)cncc1Cl)c1sccc1Cl	-8.1	-2.0	2.2	-6.9	2.6	-12.6	i	-1.6	-2.0
CCOc1ccc(C(CC(=O)O)NC(=O)C(CC)c2ccccc2)cc1 (stereo not drawn)	-0.1	-0.6	-17.7	-1.3	-3.8	0.2	i	2.3	0.1
Cn1c(NCCCO)nc2c1c(=O)n(Cc1ccccc1F)c(=O)n2C	2.5	-2.9	-13.2	3.3	-0.7	1.6	-0.4	-3.5	-1.8
O=C(O)/C=C/C(=O)N(Cc1ccc2c(c1)OCO2)C1CC(=O)N(CCc2ccccc2)C1=O (stereo not drawn)	3.0	1.4	-14.1	-3.3	-1.0	6.5	-0.3	4.8	0.3
N#Cc1c(/N=C/c2cccs2)sc2c1CCCCC2	19.9	-1.4	/	-9.3	1.4	/	i	1.6	0.3
COc1ccc(-c2nc3ccc(Br)cn3c2Cc2ccccc2)cc1OC	/	/	/	0.1	16.2	-2.4	/	10.8	/
Cn1nc(C2CC2)cc1NC(=O)C1(C)CCN1C(=O)CCc1ccccc1 (stereo not drawn)	-2.1	/	/	-5.5	-0.1	0.3	-0.6	-4.5	/
COc1cccc(C=N[C@@H](CO)[C@@H](O)c2ccc([N+](=O)[O-])cc2)c1O	2.9	4.2	-7.2	-2.5	0.3	3.0	i	-10.0	-0.9
Cc1ccc(/C=N/NC(=O)CSc2nnc(-c3ccc(Cl)cc3)n2-c2ccc(Cl)cc2)o1	2.9	-4.0	/	-0.3	0.9	-1.9	-0.5	5.7	-1.7
CCCCCCn1c(O)c(/C=C2\C=NN=C2c2ccccc2)sc1=S	-6.4	1.7	/	2.0	3.3	/	-0.2	2.4	-0.5
O=c1oc(-c2ccccc2)nc2c1C1(CCCCC1)Cc1ccccc1-2	-4.9	0.4	-6.3	-17.3	0.0	/	-0.2	-5.5	0.7
CCOC(=O)N1CCN(c2c(NCCCOC(C)C)c(=O)c2=O)CC1	-0.5	-3.8	5.2	-11.1	-1.1	1.0	-0.3	-0.5	-0.3
Clc1ccc(SCc2cc(Cl)nc(-c3ccccc3)n2)cc1	-7.3	0.7	-65.2	-8.3	-1.2	/	3.3	1.6	-0.5
O=C(NCC1CC1)c1cc2c(c(-c3cccc(-c4ccccc4F)c3)n1)[C@H](CCO)N(C(=O)CC1CC1)C2	/	/	/	-3.4	0.3	-0.4	/	-1.2	/
Cc1cccc(NC(=O)CNC(=O)COc2cc(F)ccc2[N+](=O)[O-])c1C	3.8	-3.1	-16.0	-4.4	-0.6	0.3	-0.2	-11.8	0.6
Cc1ccc(-c2cc(C(=O)N3CCN(C(=O)c4ccco4)CC3)[nH]n2)c(C)c1	11.3	2.2	-5.9	5.6	4.0	-6.9	-0.9	5.8	0.4
CCCCN(C)C(=O)c1nc2ccccn2c1CN1CCC[C@H]1CO	2.8	-5.1	-19.3	-5.4	-0.4	0.1	i	7.6	-0.3
CCOC(=O)c1sc(=S)n(-c2cc(F)ccc2F)c1N	-4.1	1.0	-4.4	-2.6	-1.4	/	i	-26.0	0.9
C[C@H](CO)N1C[C@H](C)[C@H](CN(C)S(=O)(=O)c2ccccc2)OCc2cnnn2CCCC1=O	-1.3	/	/	0.0	-0.1	0.3&-1.8	-0.4	-4.3	/
CCOc1ccc(NC(=O)COC(=O)Cn2nc(C)c([N+](=O)[O-])c2C)cc1OCC	0.9	/	6.4	-0.5	-0.1	0.2	i	-4.4	-0.4
O=C(Cn1c(NCCO)nc2ccccc21)c1ccco1	1.0	0.1	-5.2	-4.6	-0.1	-0.2	-0.5	7.8	-0.8
COc1ccc(CCNC(=O)Cn2nnc(C(=O)Nc3cccc(C)c3C)c2N)cc1OC	14.4	4.3	2.4	-3.0	1.4	2.9	i	6.3	-1.4
S=C(NC1CCCCC1)N1CCOCCOCCN(C(=S)NC2CCCCC2)CCOCCOCC1	2.1	0.1	3.3	/	/	-0.6	-0.3	-8.4	/
Cc1cc(C(=O)Cn2cnc3ccccc3c2=O)c(C)n1C1CC1	9.6	/	-10.2	-0.5	-1.1	0.7	-3.5	4.5	-1.0
COCCn1c(=S)[nH]c2ccccc21	-2.2	-0.5	-17.8	2.2	0.1	1.0	i	2.8	4.9
N#Cc1nc(-c2ccccc2Cl)oc1NCC1CCCO1 (stereo not drawn)	-8.5	1.7	-9.1	-5.8	-0.9	2.5	0.1	6.4	-0.5
Cc1ccccc1CN1CCc2c(OCC(=O)N3CCCCC3)cccc2C1=O	13.7	-1.5	1.3	-1.3	-0.3	0.7	2.0	17.8	-1.2
CCCN(CC1CC1)C(=S)NC(=O)c1ccc(S(=O)(=O)N2CCOCC2)cc1	-0.7	1.1	-12.8	-2.4	0.3	-0.9	0.9	5.5	0.3
Cc1cc(C)c(NC(=O)CNC(=O)[C@@H]2CCCN2C(=O)c2cccs2)c(C)c1	0.6	/	-15.6	4.0	1.6	1.4	5.7	-7.1	-1.1
COCCNC(=S)N(CCc1c(C)[nH]c2ccc(C)cc12)Cc1cc(OC)c(OC)c(OC)c1	22.6	6.2	2.5	-2.0	-0.7	1.5	-0.2	-3.4	-0.1
COc1ccc(/C=C2\SC(N3CCc4ccccc4C3)=NC2=O)cc1	-4.6	3.2	1.8	-2.8	-0.6	1.9	-0.2	-2.8	1.0
Cc1cccc(-[n+]2c(-c3cccc(Br)c3)[nH]c3nc4ccccc4nc32)c1	-2.4	-3.5	-4.2	/	/	2.9	-0.6	-4.2	/
Cn1c(C(=O)O)c(CC(=O)Nc2ccc3c(c2)OCCO3)c2ccccc21	-0.8	7.0	2.3	0.4	-0.5	/	-6.7	-2.2	0.5
Cc1nn(CC(C)C)c(Cl)c1C(=O)NC1CCC(C)CC1 (stereo not drawn)	-3.9	/	-3.0	2.9	-1.9	0.7	i	2.8	0.0
CCOC(=O)N(C)c1c(CC)nc2c(OCc3ccc(F)cc3)cccn12	8.3	/	/	-2.4	-0.1	-0.8	i	4.7	/
CCCN1C(=O)SC(CC(=O)Nc2ccc(Br)cc2)C1=O (stereo not drawn)	5.1	0.4	-9.1	4.3	-1.0	/	8.3	11.4	3.5
COc1cc(/C=C2/S/C(=N/S(=O)(=O)Cc3ccccc3)NC2=O)c([N+](=O)[O-])cc1OC	8.8	-0.2	/	-2.5	0.5	-2.0	i	-2.5	0.3
COc1ccccc1/C=C/C=N/NC(=O)CCC1C(=O)NN=C1C (stereo not drawn)	1.1	4.0	/	0.3	-0.2	2.6	-0.1	0.7	0.3
CCOC(=O)N1CCC(N2C(=O)c3ccc(C(=O)Nc4ccc(F)cc4F)cc3C2=O)CC1	-8.5	-0.6	-1.0	6.3	-0.4	-0.5	-0.3	-7.2	-0.7
CC1=C(n2ccnc2)CCC1=O	-10.5	/	4.1	1.3	0.3	/	i	-7.3	-0.7
COc1cccc(-c2noc(Cn3nc(C(=O)O)c4ccccc4c3=O)n2)c1	53.5*	-0.6	-10.9	-0.6	-1.8	0.7	-0.5	-5.0	-0.2
O=C(CSc1ccccc1)Nc1ccc(N2CCOCC2)cc1	0.4	0.0	-2.2	-0.8	1.2	/	-0.4	1.2	1.5
CCOc1ccc(NC(=O)/C(=C\c2ccc(OC(C)=O)c(OC)c2)NC(C)=O)cc1	4.7	-2.0	-17.9	0.1	-0.7	-0.3	i	-9.1	1.0
Cc1nc(CN(C)c2ncnc3ccc(-c4ccc5c(c4)OCO5)cc23)cs1	49.1	/	/	-0.7	-0.1	-0.5	1.1	8.0	/
COc1ccc(C(=O)COC(=O)C2CC3CCCC(C2)C3=O)cc1Br (stereo not drawn)	-1.4	/	-4.5	2.8	-1.7	1.2	i	2.7	-0.2

Entries above that have two or more sulfur atoms:
SMILES	Yp Topo-I inh	SARS 3CLpro inh	SSB-PriA inh	Anthrax LF inh2	BoNT A protease	TcdB inh	Vc quorum ag	PrPC surface inh	PfHsp40 yeast
CC(C)N1C(=S)SC2CS(=O)(=O)C=C21 (stereo not drawn)	0.9	-5.1	-1.9	-3.1	-0.1	/	i	1.1	0.0
N#Cc1c(/N=C/c2cccs2)sc2c1CCCCC2	19.9	-1.4	/	-9.3	1.4	/	i	1.6	0.3
CCCCCCn1c(O)c(/C=C2\C=NN=C2c2ccccc2)sc1=S	-6.4	1.7	/	2.0	3.3	/	-0.2	2.4	-0.5
CCOC(=O)c1sc(=S)n(-c2cc(F)ccc2F)c1N	-4.1	1.0	-4.4	-2.6	-1.4	/	i	-26.0	0.9
S=C(NC1CCCCC1)N1CCOCCOCCN(C(=S)NC2CCCCC2)CCOCCOCC1	2.1	0.1	3.3	/	/	-0.6	-0.3	-8.4	/
CCCN(CC1CC1)C(=S)NC(=O)c1ccc(S(=O)(=O)N2CCOCC2)cc1	-0.7	1.1	-12.8	-2.4	0.3	-0.9	0.9	5.5	0.3
COc1cc(/C=C2/S/C(=N/S(=O)(=O)Cc3ccccc3)NC2=O)c([N+](=O)[O-])cc1OC	8.8	-0.2	/	-2.5	0.5	-2.0	i	-2.5	0.3
